4MU fluor: qHTS Assay for Spectroscopic Profiling in 4-MU Spectral Region; 59,000 compounds, 11% hits; max dye-equivalent concentration, M; compound autofluorescence, 340/450 nm, 4-MU equivalents; stronger effect = higher value; in the data active means max dye-equivalent concentration above about 10 nM; inconclusive means mostly about 1.1 nM to 9.6 nM
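Compounds in 100 mM Tris, pH 8.0, incubated 15 min at room temperature, then fluorescence read at 340 nm excitation/450 nm emission. Signal converted to 4-MU dye-equivalent concentration using an on-plate six-point 4-MU standard curve.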
BRCT inh green: qHTS Assay for Inhibitors of BRCT-Phosphoprotein Interaction (Green Fluorophore); Breast cancer type 1 susceptibility protein (Homo sapiens), P38398; BRCA1 BRCT-phosphopeptide binding, green fluorescence polarization; Potency, µM (highest dose often 76.9 µM), for inactives: at the highest dose activity change, negative = inhibition, usual class: inhibitors; 75,000 compounds, 0.05% hits; AID 875, 2007;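 further: potency means the concentration at half of the fitted maximal effect; plate controls were peptide without protein for full effect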
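Fluorescence polarization: His-tagged BRCT (~35 kDa BRCA1 C-terminus, 250 nM) bound to 100 nM fluorescein-labeled phosphorylated 10-aa BACH1 peptide, pH 7.3 phosphate buffer with DTT and Tween 20. Compounds incubated 12 min at room temperature; inhibition read as lowered polarization.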
A350 autofl: qHTS Assay for Spectroscopic Profiling in A350 Spectral Region | max dye-equivalent concentration, M | Compound autofluorescence, 340/450 nm, Alexa 350 dye-equivalents; stronger effect = higher value | 59,000 compounds, 11% hits; in the data active means max dye-equivalent concentration above about 10 nM; inconclusive means mostly about 1.1 nM to 9.6 nM
Caspase-1 inhib: qHTS Assay for Allosteric/Competitive Inhibitors of Caspase-1 | Potency, µM (doses to about 57.5 µM), for inactives: at the top dose activity change, negative = inhibition, hits mostly inhibitors | 75,000 compounds, 0.03% hits | AID 900, 2007 | Caspase-1 enzyme, Ac-WEHD-AFC fluorogenic rate | P29466;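 further: potency means the concentration at half of the fitted maximal effect; plate controls were vehicle for no effect and no substrate for full effect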
GFP derepression: qHTS Assay for Epigenetic Modulators; mouse C127i GFP locus derepression, cytometry, 30 h; Potency, µM (top dose mostly 46.1 µM), without a hit: top-dose GFP derepression (activation); 68,000 compounds, 0.09% hits; further: % of control where 0% means no effect
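Read-out is the number of GFP-positive cells, scored as fluorescent objects 20 to 120 um wide, reflecting derepression of a silenced CMV-GFP reporter in murine C127i cells after 30 h compound exposure at 37 C.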
UbGFP stabilizer: Ubiquitin-GFP Assay. 67,000 tested, under 10 active. Ubiquitin-GFP reporter cells, proteasome inhibition, GFP fluorescence; response scale: untreated = 0%, 10 µM MG-132 = 100%. Potency, µM (titrated, usually from 45.9 µM), for the others: top-dose activation (GFP accumulation), most hits filed as activators; active means well fitted activation curve with a large enough effect, not every such curve was filed as active; inconclusive means small, poorly fitted or top-dose-only effect, or another doubt; inactive means no such curve, though single readings can be large or run the other way; further: potency means the concentration at half of the fitted maximal effect
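U2OS Ub(G76V)-GFP reporter; O/N plating, 0.5% FBS; cpd 46 uM–2.9 nM, 4 h, 37 °C; GFP+ cell count, 488/515 nm; norm. to basal vs 10 uM MG-132; CRC fit.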
Fluorescein autfl: qHTS Assay for Spectroscopic Profiling in Fluorescein Spectral Region; Compound autofluorescence, 480/540 nm, fluorescein-equivalent; stronger effect = higher value; max fluorescein-equivalent concentration, M; 59,000 compounds, 0.91% hits; AID 593, 2007; in the data active means max fluorescein-equivalent concentration above about 10 nM; inconclusive means between about 1.1 nM and that limit
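Compounds were pin-transferred into 100 mM Tris buffer, pH 8.0, and incubated 15 min at room temperature. Fluorescence was read at 480 nm excitation/540 nm emission. Signals were normalized to an on-plate six-point fluorescein standard curve as dye-equivalent concentration.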
Casp7 inh: qHTS Assay for Allosteric/Competitive Inhibitors of Caspase-7 | P55210 | recombinant caspase-7, Ac-DEVD-AFC fluorescence rate | Potency, µM (top dose mostly 57.5 µM), without a hit: top-dose activity change, negative = inhibition, most hits filed as inhibitors | 75,000 compounds, 0.02% hits | AID 889, 2007; active means well fitted inhibition curve with a large enough effect in the main read-out, with a control signal flat, not every such curve was filed as active; inconclusive means small, poorly fitted or top-dose-only effect, or a change in a side signal; further: potency means the concentration at half of the fitted maximal effect; % of control where 0% means no effect
Target sequence (P55210 24-198 limits assumed): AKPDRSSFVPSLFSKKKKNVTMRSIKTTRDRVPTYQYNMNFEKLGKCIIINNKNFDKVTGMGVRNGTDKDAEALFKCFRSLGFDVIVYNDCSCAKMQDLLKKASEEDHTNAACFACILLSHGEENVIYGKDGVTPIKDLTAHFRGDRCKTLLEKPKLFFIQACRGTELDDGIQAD
Target sequence (P55210 207-303 limits assumed): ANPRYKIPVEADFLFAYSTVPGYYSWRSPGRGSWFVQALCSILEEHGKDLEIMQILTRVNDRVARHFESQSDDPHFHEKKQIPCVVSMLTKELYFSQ
BRCT inh red: qHTS Assay for Inhibitors of BRCT-Phosphoprotein Interaction (Red Fluorophore); 75,000 compounds, 0.03% hits; BRCT-phosphopeptide binding, red fluorescence polarization; Potency, µM (top dose mostly 76.9 µM), inactives show at the highest dose activity change, negative = inhibition, most hits filed as inhibitors; further: on the % scale 0 is the no-effect control and ±100 the full control effect
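Fluorescence polarization: 100 nM His-tagged BRCA1 BRCT with 100 nM TAMRA-labelled phospho-BACH1 decapeptide, phosphate buffer pH 7.3 with 150 mM NaCl, DTT, 0.01% Tween 20; 12 min RT. Binding inhibition seen as FP decrease.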
USP2a inh: qHTS Assay for Inhibitors of Ubiquitin-specific Protease USP2a; Ubiquitin carboxyl-terminal hydrolase 2 (Homo sapiens), O75604; USP2a enzymatic assay, qHTS inhibition; Potency, µM (series often up to 38.3 µM), for inactives: at the top dose activity change, negative = inhibition, most hits filed as inhibitors; 60,000 compounds, 0.1% hits; AID 927, 2007;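 further: potency means the concentration at half of the fitted maximal effect; nearly all actives have a fitted effect of over 60% in size; plate controls were DMSO for no effect and NEM full inhibition control for full effect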
Target sequence (O75604 whole entry, looked up): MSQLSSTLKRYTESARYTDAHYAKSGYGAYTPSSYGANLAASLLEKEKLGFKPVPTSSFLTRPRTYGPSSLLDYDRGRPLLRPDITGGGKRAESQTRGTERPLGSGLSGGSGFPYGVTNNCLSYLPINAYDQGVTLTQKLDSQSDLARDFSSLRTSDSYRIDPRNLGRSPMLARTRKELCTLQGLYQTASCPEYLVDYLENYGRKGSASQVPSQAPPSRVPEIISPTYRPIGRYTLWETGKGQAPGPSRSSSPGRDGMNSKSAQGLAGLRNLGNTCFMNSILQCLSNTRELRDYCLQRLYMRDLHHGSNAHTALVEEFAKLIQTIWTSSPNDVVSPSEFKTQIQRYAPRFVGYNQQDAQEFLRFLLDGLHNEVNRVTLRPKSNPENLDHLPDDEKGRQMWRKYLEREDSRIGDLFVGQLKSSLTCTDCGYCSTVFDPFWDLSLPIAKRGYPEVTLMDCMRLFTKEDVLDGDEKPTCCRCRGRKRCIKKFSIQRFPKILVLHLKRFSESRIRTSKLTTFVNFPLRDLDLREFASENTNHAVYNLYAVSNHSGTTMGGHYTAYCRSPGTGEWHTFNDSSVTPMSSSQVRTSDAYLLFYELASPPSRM
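Coupled readout: USP2-cleaved Ub-PLA2 (20nM final) turns over NBD C6-HPC (20uM final), Ex 460nm/Em 535nm after 2.5 h, time-zero read flagging artifacts. Enzyme (20nM final, pH 8.0 Tris) given 30 min RT with compound first; NEM defines full inhibition.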
HEK293 cAMP ctrl: qHTS Assay for Agonists of the Thyroid Stimulating Hormone Receptor: Activators of Intracellular cAMP Concentrations in Parental HEK 293; 73,000 compounds, 2.5% hits; parental HEK293 CNG cAMP sensor, membrane potential fluorescence; Potency, µM (highest dose often 57.1 µM), inactives show at the highest dose activation, usual class: activators; AID 938, 2007; further: potency means the concentration at half of the fitted maximal effect; % of control where 0% means no effect; nearly all actives have a fitted effect of over 55% in size
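Counterscreen for endogenous-receptor signalling: CNG-channel HEK 293 cells report cAMP rise by membrane depolarization. After 60 min dye equilibration with 100 uM RO 20-1724, compounds incubated 30 min before bottom-read fluorescence at 590 nm.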
* marks the source's active call; other numbers are inactive results; i = inactive; ? = inconclusive; / = not tested or not shown; & = joins results of further samples; [ ] = another dose, or the depositor's remark. Unless noted, the call rests on the fitted dose curve; in most records, active means well fitted curve in the direction sought with a large enough effect; inconclusive means small, poorly fitted or top-dose-only effect, or another doubt; inactive means no such curve, though single readings can be large; an effect the other way counts as inactive or inconclusive. These rows are one share of the data; rates above refer to the full screens.

Order of values – A350 autofl	USP2a inh	GFP derepression	Casp7 inh	4MU fluor	HEK293 cAMP ctrl	UbGFP stabilizer	Fluorescein autfl	BRCT inh green	Caspase-1 inhib	BRCT inh red
- CCCNC(=O)c1n[nH]c(=O)c2ccccc12
→ i	-1%	3%	-1%	i	-1%	-3%	?	-0.9%	-4%	0.2%
- CCOc1ccccc1-n1c(SCC(=O)N2CCCC2)nnc1-c1ccoc1C
→ i	4%	0%	0%	i	?	4%	?	-5.7%	1%	-4.4%
- COc1ccc(Nc2cc(C(=O)NCCCN3CCN(C)CC3)c3ccccc3n2)cc1
→ i	2%	-2%	0%	i	-9%	0%	?	-0.6%	0%	-1.1%
- NS(=O)(=O)c1ccc(CCNC(=O)c2cccnc2)cc1
→ ?	1%	0%	0%	?	6%	2%	i	0.2%	2%	0.4%
- COc1ccc(OC)c(-c2cc(C(=O)NCCCn3ccnc3)no2)c1
→ i	10%	4%	-1%	i	8%	7%	i	1.5%	0%	0.4%
- Cc1cnc(C(=O)OCC(=O)c2csc(N3CCCCC3)n2)cn1
→ ?	18%	4%	-15%	?	0%	2%	?	0.1%	-4%	0.3%
- CC(C)CCOc1ccc(C(=O)NCCC(=O)N2CCOCC2)cc1
→ i	6%	2%	0%	i	11%	8%	i	2.1%	0%	1.1%
- CCOC(=O)c1sc(NC(=O)c2ccc(S(=O)(=O)N3CCOCC3)cc2)cc1C
→ 1.3e-08M*	33%[activator]	2%	-10%	1.2e-08M*	17%	-4%	i	0.8%	-14%	0.5%
- CCOC(=O)N1CCN(C(=O)CSc2nnc(-c3ccc(Cl)s3)o2)CC1
→ i	12%	6%	1%	i	-4%	-4%	i	-1.2%	2%	-0.7%
- CCN1C(=O)/C(=C/N2CCc3ccccc32)SC1=S
→ ?	7%	0%	-7%	i	?	5%	2.2e-07M*	27%	-6%	-0.5%
- O=C(CSCCc1ccccn1)Nc1ccccn1
→ i	0%	4%	1%	i	6%	2%	?	-0.9%	0%	-1.3%
- O=C(NCCC1=CCCCC1)C1CC(=O)N(C2CCCCCC2)C1 (stereo not drawn)
→ i	14%	4%	-1%	i	21%	-5%	i	-1.3%	0%	0.3%
- COC(=O)[C@H](Cc1ccccc1)NC(=O)N1CCN(Cc2ccccc2)CC1
→ ?	2%	7%	0%	?	7%	7%	?	-2.6%	1%	0.3%
- CCCCn1c(Cc2ccccc2)n[nH]c1=S
→ i	3%	0%	0%	i	5%	7%	i	2.2%	-5%	0.1%
- COCCn1cnc2cc(C)c(C)cc21
→ i	3%	19%	-1%	i	15%	8%	i	-3.0%	0%	-0.3%

An excerpt from above in order of SMILES length, low to high.
Order of values – A350 autofl	USP2a inh	GFP derepression	Casp7 inh	4MU fluor	HEK293 cAMP ctrl	UbGFP stabilizer	Fluorescein autfl	BRCT inh green	Caspase-1 inhib	BRCT inh red
- O=C(NCCC1=CCCCC1)C1CC(=O)N(C2CCCCCC2)C1 (stereo not drawn)
→ i	14%	4%	-1%	i	21%	-5%	i	-1.3%	0%	0.3%
- Cc1cnc(C(=O)OCC(=O)c2csc(N3CCCCC3)n2)cn1
→ ?	18%	4%	-15%	?	0%	2%	?	0.1%	-4%	0.3%
- CCOC(=O)c1sc(NC(=O)c2ccc(S(=O)(=O)N3CCOCC3)cc2)cc1C
→ 1.3e-08M*	33%[activator]	2%	-10%	1.2e-08M*	17%	-4%	i	0.8%	-14%	0.5%

Other records follow.
Order of values – A350 autofl	USP2a inh	GFP derepression	Casp7 inh	4MU fluor	HEK293 cAMP ctrl	UbGFP stabilizer	Fluorescein autfl	BRCT inh green	Caspase-1 inhib	BRCT inh red
- CCCCOC(=O)Nc1ccc(C(=O)OCCC)cc1
→ /	0%	2%	1%	/	22%	1%	/	-1.1%	-4%	-1.0%
- CC1=NCCN1S(=O)(=O)c1cc(Cl)ccc1Cl
→ i	-3%	2%	-1%	i	8%	7%	i	1.2%	2%	-5.8%
- Brc1ccc2c(c1)c1nc3ccccc3nc1n2CCN1CCOCC1
→ /	/	3%	-9%	/	14%	0%	/	-3.4%	-6%	1.9%
- CCC1CCCCN1Cc1nc2c(c(=O)n(C)c(=O)n2C)n1CC(C)C (stereo not drawn)
→ /	/	/	-5%	/	?	9%	/	-1.9%	-3%	0.3%
- O=C(Nc1cccc2ccccc12)N1CCOCC1
→ /	7%	0%	-4%	/	5%	-9%	/	-1.4%	0%	-0.1%
- COc1cc(OC)cc(-n2nnnc2SCC(=O)N2CCCC2)c1
→ i	-6%	0%	0%	i	4%	3%	?	-1.3%	-1%	-1.2%
- CCOC(=O)c1c(C)nn(Cc2ccccc2)c1N
→ i	-2%	-3%	-1%	i	8%	-6%	i	0.0%	-1%	-0.3%
- CS(=O)(=O)NCc1csc(-c2ccccc2)n1
→ i	9%	4%	2%	i	-5%	6%	i	-1.1%	0%	1.3%
- O=c1cc(-c2ccccc2)oc2cccc(O)c12
→ /	4%	/	-3%&-1%	/	/	/	/	-3.5%	0%&-1%	-2.0%&-0.5%
- CCS(=O)(=O)c1ccc2oc(Nc3ccccc3C)nc2c1
→ i	6%	0%	0%	i	9%	1%	?	-2.3%	1%	-2.0%
- CC[C@@H](C)[C@H](NC(=O)C1CCN(C(=O)[C@@H](NS(=O)(=O)c2ccc(C)cc2)C(C)C)CC1)C(=O)O
→ ?	1%	-2%	-1%	i	0%	/	i	0.8%	0%	0.2%
- CO[C@H]1COC(=O)[C@H](C)NC(=O)C/C=C\[C@@H](C)[C@@H](NS(=O)(=O)c2ccc(C)cc2)COC(=O)C/C=C\[C@@H]1C
→ /	/	/	-1%[11.5 µM]	/	-1%[11.4 µM]	/	/	-2.0%[15.4 µM]	-2%[11.5 µM]	0.2%[15.4 µM]
- CCOC(=O)c1nnn(-c2nonc2N)c1CN(C)Cc1ccccc1
→ i	8%	0%	-1%	i	17%	-17%	i	-0.5%	-1%	-1.3%
- O=C(Nc1ccc(N2CCOCC2)c(Cl)c1)c1ccc(Br)o1
→ i	18%	2%	1%	i	15%	8%	?	-0.2%	-2%	1.8%
- Cc1nc2ccccn2c1C(=O)c1ccccc1
→ i	5%	-1%	-1%	i	-11%	-2%	?	-0.3%	0%	-1.0%

(further entries)
Order of values – A350 autofl	USP2a inh	GFP derepression	Casp7 inh	4MU fluor	HEK293 cAMP ctrl	UbGFP stabilizer	Fluorescein autfl	BRCT inh green	Caspase-1 inhib	BRCT inh red
- O=C(O)CCCC(=O)Nc1c(F)c(F)c(F)c(F)c1F
→ /	3%	0%	2%	/	1%	3%	/	-1.9%	0%	-1.2%
- COc1ccc(C(=O)N2CCN(c3nnnn3-c3ccccc3)CC2)cc1OC
→ i	4%	0%	-1%	i	1%	-7%	i	2.6%	0%	-0.8%
- CC12CC(NC(=O)N1c1ccc(C(=O)N3CCN(c4ccccn4)CC3)cc1)c1ccccc1O2 (stereo not drawn)
→ i	9%	4%	7%	i	3%	6%	i	-1.6%	4%	-0.7%
- CCCCCCOc1ccc(N2C(=O)CC(N3CCC(C(=O)OCC)CC3)C2=O)cc1 (stereo not drawn)
→ /	/	/	2%	/	3%	/	/	-4.9%	-2%	-2.2%
- COCC(=O)N(C)c1nnc(-c2ccccn2)s1
→ ?	6%	-3%	-2%	?	0%	0%	?	0.9%	0%	1.4%
- Cc1cc(C)cc(N(C(=O)C2CCCC2)C2C=CS(=O)(=O)C2)c1 (stereo not drawn)
→ i	10%	0%	2%	i	10%	14%	i	-0.4%	1%	0.2%
- COc1ccc(-c2cc(C(=O)Nc3cc(OC)c(OC)c(OC)c3)no2)cc1OC
→ i	5%	-1%	0%	i	-5%	-17%	i	-1.1%	2%	-1.0%
- NS(=O)(=O)c1cc(Cl)c(Cl)c(S(N)(=O)=O)c1
→ ?	21%[17.1 µM]	2%[20.6 µM]	2%[25.7 µM]	?	5%[25.6 µM]	12%[20.5 µM]	?	1.0%[34.4 µM]	-1%[25.7 µM]	0.8%[34.4 µM]
- COCCOc1ccc(C(F)(F)F)cc1Nc1nc2ccccc2o1
→ i	16%	-1%	-3%	i	-13%	1%	i	-2.3%	-1%	0.9%

Source: PubChem BioAssay
